CAL PDZ inh: human CAL PDZ-peptide interaction inhibition; Q9HD26; purified CAL PDZ, TMR-peptide fluorescence polarization, 1 h; inhibition, % at 20 µM; hit rate 0.02% among 330,000;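 active means highest replicate inhibition of at least 40%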;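 further: plate controls were DMSO neutral control wells for no effect and unlabeled competitor peptide control wells for full effect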
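Test system: purified CerCALP PDZ construct; Compound dosing: one concentration, 20 µM compound; Also added: TMR-labelled reporter peptide T*-PRC34 bound in PDZ groove; Read-out: inhibition from polarization loss; Controls: unlabelled peptide and DMSO controls; Signal: FP readout, S and P plane fluorescence; Incubation: 1 h at RT.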
PvdQ inh: blocks Pseudomonas aeruginosa PvdQ acylase activity | purified PvdQ acylase, fluorescence plate reader | inhibition, % at 10 µM | hit rate 0.063% among 340,000 | AID 488965; in the data active means inhibition above about 30%, passing the limit was not always enough;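 further: 0% = vehicle neutral wells and 100% = reference inhibitor wells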
phage Ecoli inh: E. coli growth loss with phage present | hit rate 0.26% among 360,000 | growth absorbance | inhibition, % at 11.9 µM; in the data active means inhibition above about 11%
PfHsp90 yeast 2: inhibits growth of yeast expressing Plasmodium falciparum Hsp90 | S. cerevisiae expressing PfHsp90, BacTiter-Glo ATP, 48 h; yeast lacking PDR1 and PDR3 efflux regulators | inhibition, % at 9.4 µM | hit rate 0.32% among 310,000 | AID 504621;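 active means every replicate shows inhibition above about 80%, whatever the replicate mean, limit read from the data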;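 further: 0% = DMSO neutral controls and 100% = 20 µM radicicol positive controls; yeast relying on Plasmodium falciparum Hsp90 in place of its own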
Tat transport: inhibitors of E. coli Tat protein transport. E. coli MC4100 TorA-mCherry Tat export, fluorescence. inhibition, % at 10 µM. hit rate 0.036% among 340,000;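 active means mean replicate inhibition at least 50% and at least half of replicates individually reaching 50%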;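 further: exported cargo escapes ClpAP degradation while cytoplasmic cargo is degraded and loses fluorescence; 0% = median of neutral control wells and 100% = median of NaSCN control wells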
Wnt bcat act: activators of Wnt/beta-catenin signaling | Wnt/beta-catenin reporter cell assay, activator, plate reader | activation, % at 9.35 µM | hit rate 1.2% among 300,000 | AID 743398; in the data active means activation above about 30%, passing the limit was not always enough;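 further: 0% = neutral control wells and 100% = positive control wells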
Rtt109 Vps75: C. albicans Rtt109 histone acetyltransferase inhibition | purified Rtt109/Vps75, ThioGlo CoA-SH fluorescence, 4 h | hit rate 0.16% among 330,000 | AID 540336 | inhibition, % at 34.9 µM | Q5AAJ8;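 active means inhibition of at least 50% in every replicate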
Target sequence (Q5AAJ8 whole entry, looked up): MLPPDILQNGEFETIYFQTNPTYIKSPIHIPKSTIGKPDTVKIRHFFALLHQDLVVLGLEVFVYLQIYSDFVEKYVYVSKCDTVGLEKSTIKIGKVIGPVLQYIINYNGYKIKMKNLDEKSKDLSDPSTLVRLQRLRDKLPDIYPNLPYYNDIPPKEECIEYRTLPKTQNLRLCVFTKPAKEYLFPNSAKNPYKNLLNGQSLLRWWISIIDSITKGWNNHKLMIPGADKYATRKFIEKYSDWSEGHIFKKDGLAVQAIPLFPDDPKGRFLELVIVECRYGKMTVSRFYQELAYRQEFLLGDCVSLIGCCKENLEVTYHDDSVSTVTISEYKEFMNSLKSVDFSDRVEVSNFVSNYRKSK
DAGLB inhibitor: blocks human DAGLB lipase activity; HEK293T DAGLB membrane lysate, EnzChek fluorogenic substrate; inhibition, % at 5.17 µM; hit rate 0.059% among 340,000; AID 504411; in the data active means inhibition above about 34%;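 further: 0% = enzyme with vehicle and 100% = wells lacking enzyme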
Ecoli viability: counter-screen for AddAB inhibitors: E. coli growth inhibition | E. coli V3065 growth, OD600 absorbance, 18 h | inhibition, % at 11.9 µM | hit rate 0.27% among 330,000;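 active means inhibition above the campaign's mean inhibition across all tested compounds plus 3 SD, cut at about 9.9% in these data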;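 further: uninfected addAB+ strain grown without phage in ampicillin broth; 0% = DMSO wells and 100% = ciprofloxacin 0.95 µg/ml wells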
AddAB inh: less growth of phage-infected E. coli with AddAB | E. coli expressing H. pylori AddAB, absorbance growth | inhibition, % at 11.9 µM | hit rate 0.29% among 330,000 | AID 435030; in the data active means inhibition above about 12%;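 further: 0% = vehicle wells of infected cells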
Numbers without * were called inactive; x = no result given.

No.	canonical_smiles	CAL PDZ inh	PvdQ inh	phage Ecoli inh	PfHsp90 yeast 2	Tat transport	Wnt bcat act	Rtt109 Vps75	DAGLB inhibitor	Ecoli viability	AddAB inh
1	C=CCNC(=O)C1CCN(S(=O)(=O)c2ccc3ccccc3c2)CC1	-1.1	-6	0.1	-13	3	-4	-3	-2	-0.3	1.3
2	Cc1ccc(S(=O)(=O)N2CCOCC2)cc1C(=O)N1CCC(Cc2ccccc2)CC1	-3.8	-13	-0.3	-74	6	-2	4	-2	-0.8	1.3
3	Cc1[nH]nc(SCC(=O)N2CCCC2)c1[N+](=O)[O-]	-0.7	-3	-1.2	-31	1	0	-3	0	0.5	-0.2
4	C=CC[C@H](CC(=O)NCCO)C(=O)N[C@@H](COC(=O)[C@@H](CC=C)Cc1ccc(F)cc1)Cc1c[nH]c2ccccc12	1.6	-1	0.5	4	7	-1	0	2	-1.1	-0.7
5	Cc1ccc(CN2CCC(n3nccc3NC(=O)c3ccc4c(c3)OCO4)CC2)o1	0.3	-3	-0.1	19	1	-1	-5	0	0.9	-0.2
6	CN(C)c1ccc(/C=N\S(=O)(=O)c2ccccc2)cc1	-0.2	-6	3.6	37	-6	-8	5	1	2.4	4.2
7	CCOC(=O)Cc1[nH]nc2c1C(c1ccoc1)C(C#N)=C(N)O2 (configuration not stated)	-0.1	-17	3.4	-42	0	x	1	0	1.2	-0.4
8	COCCCN(C(=O)C(C)Oc1ccc(Br)cc1)c1c(N)n(Cc2ccccc2)c(=O)[nH]c1=O (configuration not stated)	0.3	-5	-0.2	x	-5	-7	0	2	1.5	0.7
9	COc1ccc(CNC(=S)NCc2ccc(F)cc2)cc1	-1.3	-6	1.7	4	-4	0	12	3	-1.4	-0.9
10	CC(=O)n1cc(N(C(=O)CCl)c2ccccc2)c2ccccc21	-0.1	-11	0.5	11	-1	1	-2	13	-0.7	2.3
11	CC(C)CNC(=O)NC1(C(F)(F)F)Oc2ccccc2O1	19	-11	6.4	-7	3	-5	-11	0	-1.8	0.8
12	CC(C)CC(NC(N)=O)C(=O)NCc1ccc(Cl)cc1 (configuration not stated)	5.2	-11	1.2	-36	-4	0	-4	-3	1.9	0.1
13	O=C(c1ccc(F)cc1)N1CCCC(C(=O)N2CCc3ccccc3C2)C1 (configuration not stated)	1.3	-18	1.4	-10	-4	27	-11	0	-1.6	-1.5
14	COc1ccc2c(c1OC)C(=O)OC2CC(=O)O (configuration not stated)	-1.2	-13	0.9	8	-11	-2	-6	-1	-1.5	1.5
15	Cc1csc(SCC(=O)Nc2ccc3[nH]c(=O)[nH]c3c2)n1	0.3	-20	2.9	-13	0	-2	-11	1	-2.1	0.1
16	COC(=O)c1ccccc1NC(=O)CN1C(=O)c2ccccc2C1=O	x	x	5.6	x	x	0	x	x	0.0	7.7
17	O=C(/C=C/c1ccc(Cl)cc1Cl)N1CCN(c2ccccc2[N+](=O)[O-])CC1	0.1	-5	3.3	-1	6	2	-2	1	2.0	0.3
18	COC(=O)C(C)Sc1nnc(Cc2cc(=O)[nH]c(=O)[nH]2)n1-c1cccc(OC)c1 (configuration not stated)	-0.5	-4	1.8	-16	12	-6	-10	1	1.3	3.7
19	CCN(CC)C(=O)[C@H]1C[C@H](CC(=O)NCCN2CCOCC2)C(=O)N2CCc3c([nH]c4cc(-c5ccco5)ccc34)[C@]12C	0.0	-10	-0.6	31	-3	-3	4	2	-3.6	-2.7
20	Cc1ccc(/C=N/NC(=O)c2nnn(-c3nonc3N)c2CN(C)c2ccccc2)s1	-0.3	-7	2.4	-38	-5	-4	11	2	-2.3	2.1
21	CC(C)OC(=O)CSc1nc2c(cc1C#N)CCCCC2	0.7	7	2.6	-13	6	10	4	-4	0.8	1.7
22	Cc1cc(C(=O)NCCC(C)C)c2ccccc2n1	-1.7	-17	3.8	14	-9	-4	-7	-1	1.6	0.9
23	CCOC(=O)c1nnn(-c2nonc2N)c1C	-0.8	1	2.5	x	11	-2	0	1	3.7	1.4
24	O=C(N/N=C/c1c[nH]c2ccccc12)c1ccn(Cc2ccc(Cl)cc2Cl)n1	-0.3	-4	1.3	-30	3	-4	-6	2	-3.0	0.2
25	Nc1cc(S(=O)(=O)O)cc([N+](=O)[O-])c1O	-0.5	-8	-2.4	9	7	-1	3	-1	-1.9	-0.9

Rewritten in transposed form: 7 of the compounds above
1: C=CCNC(=O)C1CCN(S(=O)(=O)c2ccc3ccccc3c2)CC1
2: Cc1ccc(S(=O)(=O)N2CCOCC2)cc1C(=O)N1CCC(Cc2ccccc2)CC1
3: Cc1[nH]nc(SCC(=O)N2CCCC2)c1[N+](=O)[O-]
4: C=CC[C@H](CC(=O)NCCO)C(=O)N[C@@H](COC(=O)[C@@H](CC=C)Cc1ccc(F)cc1)Cc1c[nH]c2ccccc12
5: Cc1ccc(CN2CCC(n3nccc3NC(=O)c3ccc4c(c3)OCO4)CC2)o1
6: CN(C)c1ccc(/C=N\S(=O)(=O)c2ccccc2)cc1
7: CCOC(=O)Cc1[nH]nc2c1C(c1ccoc1)C(C#N)=C(N)O2 (configuration not stated)
Screen / compound no.	1	2	3	4	5	6	7
CAL PDZ inh	-1.1	-3.8	-0.7	1.6	0.3	-0.2	-0.1
PvdQ inh	-6	-13	-3	-1	-3	-6	-17
phage Ecoli inh	0.1	-0.3	-1.2	0.5	-0.1	3.6	3.4
PfHsp90 yeast 2	-13	-74	-31	4	19	37	-42
Tat transport	3	6	1	7	1	-6	0
Wnt bcat act	-4	-2	0	-1	-1	-8	x
Rtt109 Vps75	-3	4	-3	0	-5	5	1
DAGLB inhibitor	-2	-2	0	2	0	1	0
Ecoli viability	-0.3	-0.8	0.5	-1.1	0.9	2.4	1.2
AddAB inh	1.3	1.3	-0.2	-0.7	-0.2	4.2	-0.4

The list continues.
No.	canonical_smiles	CAL PDZ inh	PvdQ inh	phage Ecoli inh	PfHsp90 yeast 2	Tat transport	Wnt bcat act	Rtt109 Vps75	DAGLB inhibitor	Ecoli viability	AddAB inh
26	CCCCC(=O)NC(c1cccc([N+](=O)[O-])c1)c1ccc2cccnc2c1O (configuration not stated)	-0.8	-5	19*	115*	2	-1	1	13	x	x
27	CCCn1nc(C(=O)OCC(=O)Nc2ccc(C)cc2)c2ccccc2c1=O	-0.9	-8	2.1	x	-9	-1	1	-17	4.0	-0.6
28	CCc1ccc(C2CC(=O)Nc3c2c(=O)nc2c(C)cccn32)cc1 (configuration not stated)	-0.9	-12	0.0	-3	3	-2	5	-2	0.7	-1.3
29	CCN(C(=O)COC(=O)Cc1cccc2ccccc12)C1CCS(=O)(=O)C1 (configuration not stated)	0.4	-5	0.8	-19	-6	3	-8	-3	-0.5	0.9
30	CC(C)N(Cc1nc2ccccc2[nH]1)C(C)C	0.6	16	1.8	5	-5	1	4	-3	-0.9	2.0
31	Cc1cc(C)c(N2C(=O)CCCC2=O)c(Cl)c1	0.6	-8	2.0	4	0	-1	-1	0	0.3	3.0
32	COc1ccc2[nH]c(=O)c(CN(CCO)C(=O)c3cccs3)cc2c1	-0.5	-10	2.2	-12	1	-2	4	-1	0.8	1.3
33	COc1c(CC=C(C)C)cc(C2CC(=O)c3c(O)cc(O)cc3O2)cc1CC=C(C)C (configuration not stated)	0.3	-11	1.6	-16	-3	-1	1	-13	-0.8	3.4
34	COC(=O)c1ccc(NC(=O)CCc2nnc3ccc(N4CCC5(CC4)OCCO5)nn23)cc1	-2.4	-9	-0.9	10	2	0	-7	1	-1.0	3.5
35	COC(=O)c1cccc(N(C(=O)CNC(=O)c2ccco2)C(C(=O)NC2CCCC2)c2ccco2)c1 (configuration not stated)	x	-7	0.3	29	3	3	-6	-2	-3.6	0.7
36	COc1ccc(C(=O)N(C)Cc2cnn(Cc3ccccc3)c2)cc1S(=O)(=O)N1CCOCC1	-2.5	-21	1.1	-4	1	-10	-5	-2	-3.5	-0.4
37	NC(=O)c1ccc(C23CC4CC(CC(C4)C2)C3)o1	-2.5	-4	0.1	-2	7	0	-5	2	-0.8	1.1
38	CCN(CC)S(=O)(=O)c1ccc2c(c1)c(C(=O)O)cn2C	-1.0	-22	2.4	5	-3	x	-1	2	0.7	2.7
39	Cc1cc(Cl)ccc1NC(=O)C1COc2ccccc2O1 (configuration not stated)	-1.5	-10	3.0	-17	-9	1	-2	-9	0.9	0.2
40	Cc1ccc(NC(=O)CCCNC(=O)c2ccc(Cl)cc2)c(O)c1	-1.3	-7	1.5	1	-7	16	-3	-1	2.6	2.3
41	Cc1ccc(C(=O)NC2CC3CCC(C2)N3Cc2ccco2)cc1 (configuration not stated)	-1.0	-3	1.5	x	1	-5	5	0	2.0	1.6
42	CCOc1ccc(CCNC(=O)c2cc3c(s2)CS(=O)(=O)C3)cc1OCC	-2.0	-12	1.1	-2	-8	-2	0	-1	-1.2	4.0
43	COc1ccc([C@H]2CC(=O)C=C(c3cc(C(F)(F)F)cc(C(F)(F)F)c3)C2)cc1	-0.7	2	4.1	13	-2	-5	3	-16	1.1	0.1
44	Cc1ncc(CN2CCCC(C(=O)Nc3ccc(-c4cscn4)cc3)C2)cn1 (configuration not stated)	-4.1	-4	-0.9	x	3	2	1	-2	-1.9	-2.0
45	COc1ccc(Br)cc1CNC(=O)C1CCN(S(=O)(=O)N2CCCC2)CC1	-2.1	-15	1.1	1	-1	-1	2	-1	-0.4	-0.8
46	COc1ccc(N(CC(=O)N/N=C(\C)CCc2ccccc2)S(=O)(=O)c2ccc(C)cc2)cc1	-1.4	16	1.0	20	-3	-1	3	0	-0.9	-1.3
47	Cc1cc(N2CCOCC2)ccc1/C=C1\NC(=O)N(Cc2ccccc2)C1=O	-1.1	-10	3.6	x	-16	-3	-6	5	-3.5	0.8
48	CS(=O)(=O)NCCCNc1ccc(Cl)cc1[N+](=O)[O-]	15	-6	2.3	x	0	-5	-5	9	1.7	0.9
49	Cc1nc2c(c(C)nn2-c2ccccc2)c(C)c1C	-1.5	-16	3.8	-41	-5	0	-5	-11	-1.3	1.3
